# Assay outcomes: PubChem, Sanford-Burnham Center for Chemical Genomics
# SENP8 block-1 – inhibitors of human SENP8 protease | inhibition, % at 20 µM | hit rate 0.64% among 360,000 | recombinant SENP8, Nedd8 substrate fluorescence | AID 602440 | Q96LD8; in the data active means inhibition mostly above about 40%, no sharp cut-off; inactive means mostly below about 27%
# SENP6 block – SENP6 protease inhibition; Q9GZR1; Recombinant SENP6 catalytic domain, aminoluciferin luminescence; inhibition, % at 10 µM; hit rate 1.8% among 330,000;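 active means inhibition above about 50% at the single tested dose, limit read from the data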;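 further: plate controls were DMSO wells with enzyme for no effect and DMSO wells lacking enzyme for full effect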
# Target sequence (Q9GZR1 628-1112 limits assumed): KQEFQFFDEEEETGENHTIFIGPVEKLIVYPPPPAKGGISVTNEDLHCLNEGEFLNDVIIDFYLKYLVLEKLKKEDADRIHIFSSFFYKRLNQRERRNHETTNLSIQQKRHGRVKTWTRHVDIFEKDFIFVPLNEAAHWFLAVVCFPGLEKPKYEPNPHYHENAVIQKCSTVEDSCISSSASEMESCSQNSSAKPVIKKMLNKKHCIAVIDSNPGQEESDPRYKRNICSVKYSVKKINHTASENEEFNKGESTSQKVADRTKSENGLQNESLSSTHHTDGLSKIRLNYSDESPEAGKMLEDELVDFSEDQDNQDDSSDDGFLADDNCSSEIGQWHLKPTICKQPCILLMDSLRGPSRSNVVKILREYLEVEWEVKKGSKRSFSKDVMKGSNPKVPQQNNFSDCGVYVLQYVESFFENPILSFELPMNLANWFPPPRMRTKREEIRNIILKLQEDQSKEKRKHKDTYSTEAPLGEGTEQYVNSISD
# SENP7 inh – inhibitors of human SENP7 protease; Q9BQF6; recombinant SENP7, Z-RLRGG-aminoluciferin luminescence, 40 min; AID 434973; inhibition, % at 5 µM; hit rate 1.5% among 330,000;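 active means inhibition above about 50% at the single test dose, limit read from the data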;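 further: plate controls were DMSO with enzyme for no effect and no enzyme buffer wells for full effect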
# Target sequence (Q9BQF6 706-1050 limits assumed): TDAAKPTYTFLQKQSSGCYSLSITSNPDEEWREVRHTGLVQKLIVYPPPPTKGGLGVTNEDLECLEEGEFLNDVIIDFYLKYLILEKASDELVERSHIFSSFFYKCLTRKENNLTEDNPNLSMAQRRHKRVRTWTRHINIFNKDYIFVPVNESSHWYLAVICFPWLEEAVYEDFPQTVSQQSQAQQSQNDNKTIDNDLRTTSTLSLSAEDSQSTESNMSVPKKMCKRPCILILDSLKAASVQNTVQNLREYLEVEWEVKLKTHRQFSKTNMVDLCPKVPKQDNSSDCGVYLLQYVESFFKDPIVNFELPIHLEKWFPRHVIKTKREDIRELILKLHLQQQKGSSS
# HKDC1 inh – inhibitors of human hexokinase HKDC1; Q2TB90; recombinant HKDC1, G6PDH/diaphorase resazurin coupled fluorescence; inhibition, % at 20 µM; hit rate 0.16% among 340,000;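 active means inhibition above about 35% when tested at 20 µM, limit read from the data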;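 further: plate controls were DMSO wells with enzyme for no effect and DMSO wells lacking enzyme for full effect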
#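 Test system: recombinant HKDC1 (HK5) hexokinase enzyme, produced in-house / Doses: 20 µM test compound, 1% DMSO / Timing: 90 min, room temperature / Detection: G6PDH/diaphorase-coupled fluorescence, 1 mM NADP, 100 µM resazurin, 525/613 nm / Control set: DMSO wells with and without enzyme mix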
# SENP1 inh – SENP1 (human) catalytic domain inhibition; Q9P0U3; recombinant SENP1 catalytic domain, CyPet-SUMO1-YPet FRET cleavage; inhibition, % at 10 µM; hit rate 0.21% among 360,000;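 active means inhibition at least 30% at 10 µM, raw YFP signal under a set limit, fluorescence ratio 0.5 to 1.5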;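 further: 0% = enzyme with DMSO and 100% = no enzyme wells; some results filed as inactive read as strong as hits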
# Target sequence (Q9P0U3 419-644 limits assumed): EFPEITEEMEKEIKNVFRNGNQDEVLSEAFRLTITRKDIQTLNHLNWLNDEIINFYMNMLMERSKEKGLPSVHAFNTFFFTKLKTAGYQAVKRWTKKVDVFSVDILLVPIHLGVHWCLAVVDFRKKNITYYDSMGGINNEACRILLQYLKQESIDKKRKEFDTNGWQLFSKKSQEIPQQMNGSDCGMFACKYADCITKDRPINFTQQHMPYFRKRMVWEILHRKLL
#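 Assay system: hSENP1 catalytic domain, recombinant. Amount: SENP1 enzyme, 20 pM final. Schedule: 50 min reaction, RT, dark. Technique: FRET, CFP and YFP emission. Control set: no-enzyme wells low, DMSO-plus-enzyme wells high control.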
# Apaf1 inhib – human Apaf-1 inhibition; inhibition, % at 20 µM; O14727; reconstituted apoptosome caspase-3 activity, DEVD-Rh110 fluorescence; hit rate 0.71% among 330,000; active means inhibition of at least 40% at 20 µM;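 further: plate controls were DMSO wells for no effect and DEVD-CHO caspase inhibitor wells for full effect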
#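 Material: reconstituted apoptosome with Apaf-1, cytochrome c, caspase-9, procaspase-3, dATP. Technique: Rh110 fluorescence intensity. Buffer or medium: pH 7.5 Hepes buffer with CHAPS, BSA, DTT. Times: 30 min plus 50 min, RT.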
# SENP8 block-2 – SENP8 protease inhibition. inhibition, % at 10 µM. hit rate 1.2% among 330,000. AID 2540. purified SENP8, Z-RLRGG-aminoluciferin cleavage, luminescence; in the data active means inhibition above about 50%
# PfGluPho inh – PfG6PD (Plasmodium falciparum) enzyme inhibition; PfGluPho enzyme, NADPH resazurin-diaphorase fluorescence; inhibition, % at 20 µM; hit rate 0.78% among 350,000;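 active means inhibition reaching at least a set limit at 20 µM in the primary screen, cut at about 59% in these data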;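 further: 0% = DMSO wells with substrate and 100% = DMSO wells lacking glucose-6-phosphate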
# * hit, by the source's call; nt = not tested or not shown.
1: CN(Cc1ccccc1)c1ccc2nnc(-c3ccccc3)n2n1
2: Cc1ccc(C(=O)NCCc2nnc3ccc(SCC(=O)NCc4ccc(F)cc4)nn23)cc1
3: COc1ccnc(Oc2ccc(F)cc2)c1C(=O)N/C=N/OCc1ccc(Cl)cc1Cl
4: COc1cccc(C(=O)NC(=S)Nc2ccccc2N2CCCC2)c1
5: Cc1ccc(S(=O)(=O)CNC(=S)c2cccc(C)c2)cc1
6: Cc1sc(NC(=O)C2CCCCC2C(=O)O)c(C(N)=O)c1-c1ccc(C(C)C)cc1 (stereo not drawn)
7: CCOC(=O)c1sc(NC(=O)c2ccc(OC)cc2)nc1C
8: O=C(Nc1cccc(-c2cn3ccccc3n2)c1)c1cccc(Cl)c1
Screen / compound no. | 1 | 2 | 3 | 4 | 5 | 6 | 7 | 8
SENP7 inh | -5 | 5 | -7 | 18 | -9 | 0 | 50 | 0
SENP1 inh | 0 | 2 | 4 | -7 | 3 | -2 | -1 | 0
SENP8 block-2 | -4 | 0 | -6 | 6 | -10 | 6 | 4 | -4
Apaf1 inhib | 17 | 8 | 9 | 24 | -2 | 15 | -1 | 18
HKDC1 inh | -3 | 1 | -5 | 6 | -6 | 6 | 4 | -4
SENP8 block-1 | -32 | -33 | 26 | 6 | 15 | -5 | -63 | 5
PfGluPho inh | 11 | 13 | -5 | 19 | 13 | -43 | 9 | -11
SENP6 block | -14 | 2 | -22 | 11 | -11 | 24 | -2 | 1

9: O=C(NNC(=O)c1ccc(F)cc1F)c1ccc(-n2cnnn2)cc1
10: COC(=O)CN1C(=S)N(c2ccc(Cl)cc2)C(=O)C1CC(=O)Nc1ccccc1 (stereo not drawn)
11: O=C(CCNC(=O)c1ccc(Cl)cc1)Nc1nc2ccccc2[nH]1
12: CCOc1ccc(C(O)(c2ccccc2OC)C(CN2CCCC2)c2ccccc2)cc1 (stereo not drawn)
13: Cc1cccc(COCC(CC(C)C)N2CCN(C(=O)c3ccc(C(C)(C)C)cc3)CCC2=O)c1 (stereo not drawn)
14: NC(=O)CC(NC(=O)Cc1ccc(Cl)cc1)c1ccc(NC2CCCCC2)c([N+](=O)[O-])c1 (stereo not drawn)
15: CC(C)Cc1nc2oc3c(NCc4cccnc4)ncnc3c2c2c1CCC2
16: O=C(c1ccccc1)c1ccc(OCC(O)CN2CCOCC2)cc1 (stereo not drawn)
Screen / compound no. | 9 | 10 | 11 | 12 | 13 | 14 | 15 | 16
SENP7 inh | -4 | -10 | 3 | 4 | -3 | 6 | -7 | -5
SENP1 inh | 0 | 2 | 10 | -1 | 0 | 0 | 0 | -1
SENP8 block-2 | 2 | -8 | -7 | 1 | 2 | -1 | -13 | -12
Apaf1 inhib | -1 | 15 | -6 | -2 | 38 | 9 | 7 | 7
HKDC1 inh | -7 | -5 | -2 | -6 | 2 | 5 | 2 | -3
SENP8 block-1 | -1 | 11 | -19 | 4 | 14 | 10 | -198 | 21
PfGluPho inh | -1 | 8 | -8 | 3 | 18 | -22 | -5 | 1
SENP6 block | 0 | -17 | -8 | 0 | -4 | -8 | -9 | -18

17: CCCN1CCN(C(=O)c2oc3c(Cl)cccc3c2C)CC1
18: O=C(Nc1ccccc1N1CCOCC1)c1ccc2c(c1)OCO2
19: COc1ccccc1NC(=O)CSCc1nc2ccccc2[nH]1
20: Cc1ccc(CNC(=O)c2c(-c3ccccc3Cl)noc2C)cc1
21: Cc1ccc(NCc2ccc([N+](=O)[O-])s2)cc1
22: CCN(CC)C(=O)[C@H]1CC(CC(=O)NCCc2ccccn2)C(=O)N2CCc3c([nH]c4ccccc34)[C@]12C (stereo partly drawn)
23: CCCCN(C(=O)CSc1nnc(-c2ccc(OC)cc2)n1C(C)C)c1c(N)n(Cc2ccccc2)c(=O)[nH]c1=O
24: COC(=O)Nc1ccc(SCC(=O)c2cccc([N+](=O)[O-])c2)cc1
Screen / compound no. | 17 | 18 | 19 | 20 | 21 | 22 | 23 | 24
SENP7 inh | 3 | 8 | 5 | -5 | 2 | -6 | -10 | 12
SENP1 inh | 2 | 1 | 0 | 3 | 2 | -2 | -4 | -1
SENP8 block-2 | 6 | 4 | -1 | -10 | 3 | 3 | -3 | -10
Apaf1 inhib | 4 | -8 | -6 | 7 | -4 | -12 | 17 | 6
HKDC1 inh | 4 | -3 | 2 | -1 | 1 | -3 | 16 | -1
SENP8 block-1 | 6 | 9 | 13 | 14 | 24 | 2 | 17 | 23
PfGluPho inh | -12 | 3 | 3 | -11 | 25 | -2 | 3 | 42
SENP6 block | -18 | 24 | -10 | -14 | 9 | -11 | 23 | -15

25: C=CCn1c(N)c(C(=O)Nc2cccc(C)c2)c2nc3ccccc3nc21
26: CC(C)(C)c1[nH]nc2c1C(c1ccsc1)C(C#N)=C(N)O2 (stereo not drawn)
27: CS(=O)(=O)N1CCN(c2ccc(NC(=O)c3ccccc3)cc2)CC1
28: Fc1ccc(Nc2nnc(C(F)(F)F)s2)cc1
29: CCOC(=O)N1CCN(CC(O)COCCC23CC4CC(CC(C4)C2)C3)CC1 (stereo not drawn)
30: C=CCOCC(O)CS(=O)(=O)Cc1ccc(Cl)cc1 (stereo not drawn)
31: CC(Cc1ccccc1)=NNc1ccc([N+](=O)[O-])cc1[N+](=O)[O-]
32: COc1cc(OC)cc(Oc2ccc(S(=O)(=O)N3CCCCC3)cc2[N+](=O)[O-])c1
Screen / compound no. | 25 | 26 | 27 | 28 | 29 | 30 | 31 | 32
SENP7 inh | 11 | 6 | -1 | -6 | -9 | -5 | nt | -5
SENP1 inh | -68 | 1 | 2 | -3 | 1 | 3 | 3 | 1
SENP8 block-2 | 11 | 3 | -4 | 4 | -2 | 1 | nt | 2
Apaf1 inhib | 48* | -1 | -6 | -14 | 20 | -3 | nt | 6
HKDC1 inh | 11 | 16 | -12 | -3 | -2 | -9 | 0 | 0
SENP8 block-1 | -322 | -6 | 9 | 16 | 16 | 6 | 35 | 10
PfGluPho inh | -15 | 3 | 19 | 11 | -1 | -6 | 8 | 15
SENP6 block | 37 | 3 | 9 | -20 | -22 | -4 | nt | -18

33: COc1ccc(S(=O)(=O)Nc2cccc(S(=O)(=O)N3CCCC3)c2)cc1OC
34: Cc1cc(C)cc(N(CC(=O)N2CCc3ccccc32)S(=O)(=O)c2c(C)noc2C)c1
35: CCOc1cc(/C=C\[N+](=O)[O-])ccc1OCC(=O)N1CCOCC1
36: C=C(C)C1Cc2c(C)nn(-c3ccccc3)c2C1 (stereo not drawn)
37: CC(C)c1cc(CN2CCN(C3CCCC3)C(CCO)C2)[nH]n1 (stereo not drawn)
38: COCCNC(=O)c1cc(-c2ccc(Cl)c(Cl)c2)on1
39: OCC1(CO)COC(/C=C/c2ccccc2)=N1
40: CC(C)(C)NC(=O)CC1C[C@H](C(=O)N2CCOCC2)[C@@]2(C)c3[nH]c4ccccc4c3CCN2C1=O (stereo partly drawn)
Screen / compound no. | 33 | 34 | 35 | 36 | 37 | 38 | 39 | 40
SENP7 inh | 11 | 2 | -5 | 5 | -5 | 2 | 1 | 4
SENP1 inh | 0 | 0 | 2 | -1 | 2 | 3 | -3 | 0
SENP8 block-2 | -5 | 2 | -9 | 6 | -8 | 6 | -5 | -7
Apaf1 inhib | 7 | 2 | -7 | -6 | 13 | -7 | -8 | -4
HKDC1 inh | -2 | 3 | 3 | 0 | -5 | 0 | -4 | -1
SENP8 block-1 | 6 | 3 | -5 | -6 | -2 | 9 | 8 | 8
PfGluPho inh | -19 | 0 | 9 | -6 | -2 | 6 | -8 | -13
SENP6 block | -15 | -6 | -12 | 3 | -6 | 9 | -3 | -9

41: Fc1cccc(COc2ccccc2CNc2ccccc2)c1
42: COc1ccc(N2CCN(S(=O)(=O)c3cnc[nH]3)CC2)cc1
43: Cn1c(=O)c2c(nc(NCc3ccc4c(c3)OCO4)n2Cc2ccc(F)cc2)n(C)c1=O
44: Cc1cccc(C(C#N)c2nc3ccccc3nc2C(F)(F)F)c1 (stereo not drawn)
45: CCOc1ccc(CCNC(=O)CN2C(=O)NC3(CCCC3)C2=O)cc1OCC
46: Cc1ccc(NC(=O)COC(=O)CSC(=S)N2CCOCC2)cc1C
47: OC1CCCN(c2c3c(nc4cc(-c5cccc(Cl)c5)nn24)CCC3)C1 (stereo not drawn)
48: Nc1nc2c(s1)CC(c1ccccc1)CC2 (stereo not drawn)
Screen / compound no. | 41 | 42 | 43 | 44 | 45 | 46 | 47 | 48
SENP7 inh | nt | 4 | 2 | 11 | -12 | -2 | -5 | -4
SENP1 inh | 1 | 0 | 1 | 3 | 3 | 2 | 1 | 2
SENP8 block-2 | nt | -9 | -6 | -5 | -11 | -12 | -7 | -4
Apaf1 inhib | nt | -6 | 22 | 17 | -3 | 3 | 3 | 7
HKDC1 inh | -2 | -2 | 1 | 0 | -5 | -3 | -7 | -5
SENP8 block-1 | 24 | 34 | 9 | 13 | 7 | 5 | -214 | 19
PfGluPho inh | 25 | -5 | 4 | 2 | 7 | 22 | 34 | 16
SENP6 block | nt | -18 | -9 | -27 | 3 | -18 | -10 | -18

49: Cc1ccc(-c2csc3ncn(CC(=O)O)c(=O)c23)cc1C
50: O=C(c1ccc(N2CCN(C(=O)c3cccc(F)c3)CC2)cc1)c1cccc(F)c1
51: CCOc1ccc2oc(C(=O)N(C)CC(=O)Nc3ccc(OCC)c(OCC)c3)c(C)c2c1
52: CN(Cc1cnccn1)Cc1ccccc1OCC(O)CN1CCc2ccccc2C1 (stereo not drawn)
53: CSC1SCC2C(=O)N(C)C(C(C)C)C(=O)OCC(NC(=O)c3cnc4ccccc4n3)C(=O)NC(C)C(=O)N(C)C1C(=O)N(C)C(C(C)C)C(=O)OCC(NC(=O)c1cnc3ccccc3n1)C(=O)NC(C)C(=O)N2C (stereo not drawn)
54: CC(=O)c1ccc(NC2OC(CO)C(O)C(O)C2O)cc1 (stereo not drawn)
55: COc1cccc(N2CCN(C(=O)CC(C)(C)CC3=NS(=O)(=O)c4ccccc4N3)CC2)c1
56: O=C(O)C1[C@H]2C(=O)N(C3CCCC3)C[C@]23C=C[C@H]1O3 (stereo partly drawn)
Screen / compound no. | 49 | 50 | 51 | 52 | 53 | 54 | 55 | 56
SENP7 inh | -2 | 0 | 1 | 1 | nt | 3 | -2 | 7
SENP1 inh | 1 | -1 | -2 | -1 | -3 | 0 | 0 | 1
SENP8 block-2 | 6 | 6 | 5 | 7 | nt | 3 | 14 | -5
Apaf1 inhib | -2 | 19 | -55 | 0 | nt | -1 | 12 | -15
HKDC1 inh | -3 | 6 | -2 | -3 | 14 | 2 | 0 | -10
SENP8 block-1 | 13 | -57 | -24 | 4 | -32 | 5 | 7 | 18
PfGluPho inh | 5 | 1 | 4 | -9 | 59* | 8 | -4 | 4
SENP6 block | -6 | 3 | -2 | -8 | nt | -2 | -4 | -25

57: CN(C)c1ncnc2c1ncn2C1OC(CO)C(O)C1O (stereo not drawn)
58: COc1ccccc1-n1cc(C(=O)NCC(=O)N2CCN(Cc3ccccc3)CC2)c2ccccc2c1=O
59: CCN(CC)CCNC(=O)c1ccc(Sc2ccc(Cl)cc2)c(NC(C)=O)c1
60: Cc1ccc(C(=O)Nn2cnnc2)c(Cl)c1
Screen / compound no. | 57 | 58 | 59 | 60
SENP7 inh | -4 | -4 | -6 | 4
SENP1 inh | -2 | -5 | 1 | -1
SENP8 block-2 | -11 | -2 | -8 | 2
Apaf1 inhib | 0 | -7 | 9 | -5
HKDC1 inh | -1 | -4 | -8 | -5
SENP8 block-1 | 22 | -25 | -8 | 8
PfGluPho inh | 6 | 0 | 6 | -2
SENP6 block | -28 | -7 | -6 | 10
